# Rab2 wt GTP – modulators of GTP binding to Rab2A wildtype, primary screen, biochemical, dog, bead-based flow cytometry, multiplex | Ras-related protein Rab-2A (Canis lupus familiaris), P61105 | GST-Rab2 wt beads, Bodipy-GTP binding | GTP binding activity, % at 10 µM | hit rate 0.19% among 190,000;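 active means GTP binding activity at least 20 points away from 100%, either lowered or raised; inconclusive means signal likely due to the compound's own green fluorescence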;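 further: 0% = beads with excess unlabeled GTP and 100% = no-compound control corrected for plate trend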
# Mcl-1 Bim block – inhibitors of Bim peptide binding to Mcl-1, primary screen, biochemical, bead-based flow cytometry, multiplex. Bim peptide-Mcl-1 binding. inhibition, % at 10 µM. hit rate 0.1% among 190,000. AID 1009, 2008; in the data active means inhibition above about 40%;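 further: 0% = no compound tracer wells and 100% = peptide blocker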
# Target sequence (Q07820 whole entry, looked up): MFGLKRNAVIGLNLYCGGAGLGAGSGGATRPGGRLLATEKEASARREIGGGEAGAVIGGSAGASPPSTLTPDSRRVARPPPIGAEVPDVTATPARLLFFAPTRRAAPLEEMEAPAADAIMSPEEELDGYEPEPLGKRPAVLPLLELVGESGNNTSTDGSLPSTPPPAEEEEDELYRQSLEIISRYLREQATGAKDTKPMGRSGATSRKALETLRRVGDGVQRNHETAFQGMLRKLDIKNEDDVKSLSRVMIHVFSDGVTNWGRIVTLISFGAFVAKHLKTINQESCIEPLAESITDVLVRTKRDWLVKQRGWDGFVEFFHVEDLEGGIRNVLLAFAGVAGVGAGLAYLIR
# HRas wt GTP bind – modulators of GTP binding to HRas wildtype, primary screen, biochemical, bead-based flow cytometry, multiplex | GST-Ras wt beads, Bodipy-FL-GTP binding; actives lie on both sides | GTP binding activity, % at 10 µM | hit rate 0.14% among 190,000 | AID 759, 2007;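 active means GTP binding activity at least 20% away from the 100% baseline, either lowered as inhibitor or raised as activator; inconclusive means flagged as likely green fluorescent, judged across all proteins in the well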;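 further: 0% = unlabeled GTP competition control and 100% = no-compound control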
# Target sequence (P01112 whole entry, looked up): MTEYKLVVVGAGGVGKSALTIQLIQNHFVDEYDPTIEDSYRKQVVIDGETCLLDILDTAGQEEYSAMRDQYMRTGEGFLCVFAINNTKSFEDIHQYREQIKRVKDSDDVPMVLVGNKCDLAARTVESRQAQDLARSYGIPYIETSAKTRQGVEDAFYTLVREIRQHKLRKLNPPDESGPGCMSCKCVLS
# Pf gametocyte – late stage P. falciparum gametocyte viability inhibitors, primary screen, ATP luminescence, HTS; inhibition, % at 10.9 µM; hit rate 0.065% among 150,000; AID 743093, 2013; P. falciparum stage V gametocytes, 24 h;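 active means inhibition above the mean plus 3 SD of compounds within the control limits, set per campaign, cut at about 38% in these data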;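 further: 0% = DMSO wells and 100% = medium only without gametocytes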
# Rac1 mut GTP – GTP binding modulators of activated mutant Rac1, primary screen, biochemical, bead-based flow cytometry, multiplex, fluorescent GTP | Ras-related C3 botulinum toxin substrate 1 (Homo sapiens), P63000 | GST-Rac1 activated beads; actives lie on both sides; 100% means binding = to untreated wells | percent activity (GTP binding), % at 10 µM | hit rate 0.11% among 190,000;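 active means GTP binding at least 20 percentage points away from the 100% baseline, in either direction, so actives lie on both sides; inconclusive means Compound likely fluorescent itself, or too few beads counted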
# RGS8-Gao reg – RGS8-Galphao binding modulators, primary screen, biochemical, multiplexed bead flow cytometry; response (percent of control binding), % at 10 µM; hit rate 0.34% among 220,000; actives lie on both sides; in the data active means response below about 60% or above about 140%; inactive means in between;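 further: Galphao activated as the GDP aluminium fluoride complex binding bead-coupled RGS8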
# Target sequence (P09471 whole entry, looked up): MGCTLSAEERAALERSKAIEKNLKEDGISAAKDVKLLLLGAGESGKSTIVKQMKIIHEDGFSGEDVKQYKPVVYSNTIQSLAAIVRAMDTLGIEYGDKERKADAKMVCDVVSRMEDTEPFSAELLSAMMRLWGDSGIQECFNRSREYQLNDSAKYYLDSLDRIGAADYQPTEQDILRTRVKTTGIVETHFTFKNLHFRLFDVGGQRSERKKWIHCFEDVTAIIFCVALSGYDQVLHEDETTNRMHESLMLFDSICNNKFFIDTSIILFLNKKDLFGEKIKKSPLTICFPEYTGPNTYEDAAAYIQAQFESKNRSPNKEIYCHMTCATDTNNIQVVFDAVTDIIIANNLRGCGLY
# Cdc42 wt – modulators of GTP binding to wildtype Cdc42, primary screen, biochemical, multiplex bead flow cytometry, Bodipy-GTP; Cell division control protein 42 homolog (Homo sapiens), P60953; GST-Cdc42 beads; actives lie on both sides; percent activity (GTP binding), % at 10 µM; hit rate 0.2% among 190,000;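 active means percent activity GTP binding at least 20 points away from the 100% baseline, either down as inhibitor or up as activator; inconclusive means compound flagged as likely green fluorescent from well-wide comparison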;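 further: median bead fluorescence of bound Bodipy-FL-GTP at 100 nM; 0% = excess unlabeled GTP control and 100% = no compound control; below 100% means less GTP binding so inhibitor and above means activator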
# Target sequence (P60953 whole entry, looked up): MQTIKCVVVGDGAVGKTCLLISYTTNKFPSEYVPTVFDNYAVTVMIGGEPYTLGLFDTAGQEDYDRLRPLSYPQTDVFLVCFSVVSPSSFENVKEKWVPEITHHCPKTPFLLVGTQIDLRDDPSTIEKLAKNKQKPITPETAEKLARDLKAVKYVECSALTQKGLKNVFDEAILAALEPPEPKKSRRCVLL
# Mcl1-Bid inh – Mcl-1/Bid binding inhibitors, primary screen, biochemical, TR-FRET, 1536-well | AID 1021, 2008 | Induced myeloid leukemia cell differentiation protein Mcl-1 (Homo sapiens), Q07820 | inhibition, % at 21.7 µM | TR-FRET Mcl-1/Bid-Dy647 peptide binding | hit rate 0.97% among 220,000;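 active means compounds that cut the binding signal by more than half at the single screening dose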;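 further: His-tagged Mcl-1 with europium anti-His antibody binding Bid BH3 peptide; 0% = Mcl-1 plus peptide wells and 100% = peptide-only wells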
# Rac1 wt modul – wildtype Rac1 GTP binding modulators, primary screen, biochemical, GST-Rac1 beads, flow cytometry, multiplex; Ras-related C3 botulinum toxin substrate 1 (Homo sapiens), P63000; fluorescent GTP binding; actives lie on both sides; 0 = cold GTP competed, 100 = untreated; GTP binding activity (% of control), % at 10 µM; hit rate 0.27% among 190,000;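 active means GTP binding activity at least 20 points away from the 100% control level, either lower or higher; inconclusive means compound flagged as likely green fluorescent, judged across all proteins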
# Rab7 wt modul – modulators of GTP binding to Rab7, primary screen, biochemical, wildtype, multiplex bead flow cytometry | Rab7 GTPase wild type (dog), Bodipy-FL-GTP binding | GST-Rab7 beads, fluorescent GTP binding; actives lie on both sides; untreated = 100%, excess cold GTP = 0% | GTP binding activity (percent of control), % at 10 µM | hit rate 0.055% among 190,000 | AID 758, 2007;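 active means fluorescent GTP binding to Rab7 beads changed by at least 20 points from the 100% baseline, either direction, mostly lower; inconclusive means compound itself probably fluorescent, or too few beads counted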;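 further: median green fluorescence of bound Bodipy-FL-GTP per Rab7 bead population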
# Mcl1 Noxa PPI – Mcl-1/Noxa binding inhibitors, primary screen, biochemical, TR-FRET, 1536-well | Induced myeloid leukemia cell differentiation protein Mcl-1 (Homo sapiens), Q07820 | TR-FRET Mcl-1/Noxa peptide binding, 2 h | inhibition, % at 21.7 µM | hit rate 1.5% among 220,000 | AID 1022, 2008;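 active means compounds that cut the protein-peptide binding signal by more than 50% relative to plate controls in a single-dose test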;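 further: His-tagged Mcl-1 with rhodamine Noxa BH3 peptide and terbium anti-His antibody; 0% = Mcl-1 plus Noxa peptide wells and 100% = peptide-only wells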
# The depositor's hits bear a star; ? = inconclusive; nt = not tested or not shown.
SMILES,Rab2 wt GTP,Mcl-1 Bim block,HRas wt GTP bind,Pf gametocyte,Rac1 mut GTP,RGS8-Gao reg,Cdc42 wt,Mcl1-Bid inh,Rac1 wt modul,Rab7 wt modul,Mcl1 Noxa PPI
Cc1ccc(C(=O)OC2CCN(c3ccc([N+](=O)[O-])cc3)CC2)cc1,99,0,101,17,99,101,100,-10,101,103,7
CCCC(=O)Nc1cccc(NC(=O)c2ccc(C)c([N+](=O)[O-])c2)c1,96,-5,97,nt,97,101,96,-23,94,96,nt
Fc1ccc(N2CCN(/C=C/c3nnnn3-c3ccccc3)CC2)cc1,102,0,99,nt,99,100,100,-52,104,99,46
CCCC(=N)C1=C(O)CC(CC(C)SCC)CC1=O (stereo unspecified),99,-3,103,-27,100,91,103,-58,108,97,1
O=[N+]([O-])c1cc(-c2ncccn2)cs1,103,-4,99,2,97,103,103,9,106,96,-14
CNC(=O)c1ccc(-n2nc(C)cc2-c2ccccc2)cc1,96,-3,96,5,94,95,93,18,95,94,6
CCOc1cccc(CNCCSc2nnnn2C)c1,97,-3,95,11,95,82,97,22,95,98,21
COc1ccccc1-c1cc(C(=O)Nc2cccnc2)no1,100,-2,102,3,99,98,101,-11,108,100,19
S=C(Nc1ccccc1Cl)NC1CCC(NC(=S)Nc2ccccc2Cl)CC1 (stereo unspecified),100,1,97,nt,96,97,99,-18,98,103,3
COc1cc2cc(C(c3nnnn3Cc3ccc(F)cc3)N3CCCCCC3)c(=O)[nH]c2cc1OC (stereo unspecified),106,1,105,nt,102,106,106,-1,108,105,0
OCCC#Cc1ccc(CN2CCN(Cc3ccsc3)C(CCO)C2)cc1 (stereo unspecified),98,0,98,-3,95,95,94,-25,99,103,-2
CC(=O)Nc1ccc(NC(=O)Nc2ccc(C)cc2C)cc1,99,1,100,-4,97,102,99,-14,100,104,16
CCOC(=O)Cn1c2ccc(OC)cc2c2nc3ccccc3nc21,106,3,105,17,103,104,109,59*,106,103,26
COCCSc1ccccc1C(=O)Nc1ccc([N+](=O)[O-])cc1OC,97,-2,97,-2,96,100,95,-11,100,103,5
CCOc1cc(/C=N/NC(N)=O)cc(Br)c1OCC(=O)Nc1ccccc1C,100,-2,101,nt,102,103,100,-23,105,98,6
COC(=O)CCCCC(=O)C1C(=O)CC(C)(C)C(C(=O)OC)C1=O (stereo unspecified),100,0,101,8,98,110,103,16,101,98,30
O=c1/c(=C/c2ccc(CNS(=O)(=O)c3ccccc3)o2)sc2n1CCN=2,74*,0,78*,6,84,95,81,-12,64*,85,35
CN(C)C(=O)N1CCN(C(=O)c2ccccc2Sc2ccccc2C#N)CC1,101,-3,100,nt,98,100,101,-12,101,98,-3
CCCCC1(C)OC(=O)C(=Cc2ccc(N(C)C)cc2)C(=O)O1 (stereo unspecified),98,3,99,nt,98,100,98,-34,99,99,20
CCCn1nc(-c2nnc(-c3ccc(C)c(C)c3)o2)c2ccccc2c1=O,101,0,100,nt,100,100,101,-22,105,96,8
CCC(=O)Nc1cccc(NC(=S)NC(=O)c2ccc(Cl)cc2Cl)c1,99,-4,100,nt,102,103,104,-14,103,97,9
C=CCOc1ccc(/C=N/O)cc1Cl,99,-3,101,nt,101,104,103,-12,101,97,16
N/C(COc1ccc(Cl)cc1)=N\NS(=O)(=O)c1ccccc1,103,-11,102,nt,100,116,103,-19,103,99,10
COc1ccc2cc(/C=N/NC(=O)c3c(Cl)cnn3C)c(Cl)nc2c1,101,-1,98,12,100,81,100,2,102,100,24
COc1ccc(NC(=O)/C=C/c2ccc(C)o2)cc1S(=O)(=O)N1CCOCC1,92,-5,95,16,93,94,98,-19,100,97,23
O=C(Cn1nnc(-c2ccccc2)n1)N/N=C/c1ccc(-c2ccc(Cl)cc2)o1,101,-4,101,nt,98,101,100,61*,100,100,54*
COc1ccc2c(c1)CCC(C)N2S(=O)(=O)c1ccc(C2CNC(=O)C2)cc1 (stereo unspecified),98,2,100,-5,97,109,100,-8,103,96,14
COc1ccc(-c2csc3ncn(-c4ccc(C)cc4)c(=O)c23)cc1OC,?,0,?,-13,?,91,?,16,?,?,12
Cc1ccnc(SCc2cn3c(C)cccc3n2)n1,101,1,101,-7,99,105,97,-60,99,105,9
OCCNc1nc(Nc2ccccc2)nc(Nc2ccccc2)n1,99,-1,100,5,99,98,102,-1,102,96,92*
CCN(CC)CCNC1=NCCn2c1cc1cc(OC)ccc12,96,0,97,2,98,102,97,-5,97,97,22
O=C(NCC1COc2ccccc2O1)c1c[nH]c2ccc(S(=O)(=O)N3CCOCC3)cc2c1=O (stereo unspecified),97,-5,97,nt,99,97,99,-36,103,94,5
Cc1ccc(NC(=O)CN2CC(C)SC2=NC2CCCCC2)cc1 (stereo unspecified),104,-3,104,-13,102,107,104,-9,101,99,29
Cc1ccc(-c2ccc(/C=N/N3C(=O)C4C5C=CC(C6CC56)C4C3=O)o2)c([N+](=O)[O-])c1 (stereo unspecified),102,0,101,-6,97,96,102,-9,100,96,25
Nc1nc(NCc2ccccc2)nc(Nc2ccc(F)cc2)c1[N+](=O)[O-],100,-1,100,-7,98,103,101,6,101,95,3
COCCOc1nc2c(c(=O)n(C)c(=O)n2C)n1CCc1ccccc1,101,0,101,16,99,103,102,3,101,97,2
CN(C)CCNC(=O)c1c(O)c2c([nH]c1=O)CCCC2,100,-8,100,10,100,102,99,-25,102,101,8
CC1NC(=O)NC1CCCCCC(=O)Nc1ccc(F)cc1 (stereo unspecified),100,-1,97,-5,95,99,99,-15,101,108,13
CCOc1ccc(NC(=O)CCNS(=O)(=O)c2cccs2)cc1,99,1,100,nt,97,104,99,-7,102,102,-7
Cc1ccc(S(=O)(=O)ON2C(=O)c3cccc4cccc(c34)C2=O)cc1,92,-2,93,-17,97,105,93,-11,97,91,-9
COCCN(C(=O)Cc1cccs1)c1nnc(-c2cccnc2)s1,104,0,103,nt,101,95,103,-8,101,102,14
COc1ccc2nc(SCC(C)=O)c(C#N)cc2c1,99,8,100,4,99,94,96,-53,96,95,-21
COc1cc(CCC(=O)OCC(=O)Nc2cccc(S(=O)(=O)N(C)C)c2)cc(OC)c1OC,100,-6,102,-1,100,102,100,-19,101,102,-2
CCOC(=O)CSc1cc(C(F)(F)F)nc(-c2ccccn2)n1,98,0,99,11,100,100,102,7,103,97,-16
COc1ccc(C2CC(c3ccccc3)=NN2C(=O)COC(=O)c2nc3nc(C)cc(C)n3n2)cc1 (stereo unspecified),97,-2,98,nt,93,99,98,-12,102,100,23
COC(=O)c1sccc1NC(=O)CSCCc1ccccn1,94,-4,93,11,93,99,95,-26,95,96,14
O=C(O)CCCC(=O)N1CCN(c2cccc(Cl)c2)CC1,100,2,99,nt,99,97,99,-31,101,96,-3
CC(=O)c1cc2c(cc1NC(=O)c1cc3nc(C(C)C)cc(C(F)(F)F)n3n1)OCO2,100,-2,100,nt,95,103,98,-24,102,102,0
CCCCc1n[nH]c2c1C(=O)CC(C)(C)C2,101,0,100,-4,99,103,105,1,105,99,3
COc1ccc(CNC(=O)c2nnn(-c3cccc(C(F)(F)F)c3)c2N)cc1,99,-1,99,8,97,98,98,1,103,98,-11

# Following part.
SMILES,Rab2 wt GTP,Mcl-1 Bim block,HRas wt GTP bind,Pf gametocyte,Rac1 mut GTP,RGS8-Gao reg,Cdc42 wt,Mcl1-Bid inh,Rac1 wt modul,Rab7 wt modul,Mcl1 Noxa PPI
CCc1n(CC(O)COC2CCCCC2)c2ccccc2[n+]1C (stereo unspecified),97,-1,95,3,95,103,97,-58,98,94,12
CC1(C)CC2CN(C(=O)Cc3ccccc3)C(C)(C2)C1 (stereo unspecified),100,0,99,-4,94,96,100,-4,98,104,3
O=C1OC(N2CCN(C(=O)C3CCCO3)CC2)c2ccccc21 (stereo unspecified),101,1,100,3,96,101,98,-7,100,98,-1
O=C(NC(=S)Nc1ccc(S(=O)(=O)N2CCCCC2)cc1)c1cccs1,98,0,98,16,96,98,99,96*,102,100,1
O=C(/C=C/c1ccc(OC2CSC2)cc1)c1ccccc1,98,-2,97,-23,96,101,97,0,103,100,2
COc1c(C)cccc1C(=O)NC(=S)Nc1cccc2nsnc12,106,0,104,-11,98,99,102,-34,104,107,0
Clc1ccc2nc(-c3ccc4c(c3)OCO4)cn2c1,93,3,92,nt,96,100,94,-15,95,97,6
COc1ccc(/C=C/C(=O)c2sc(-c3ccc(Cl)cc3)nc2C)cc1,96,4,96,nt,98,102,96,6,99,100,14
COc1ccnc(Oc2ccc(F)cc2)c1C(=O)N/C=N/OCc1ccc(F)cc1Cl,98,-1,100,-8,98,104,99,12,99,102,12
Cc1cc(C)c2nc3s/c(=C/c4ccc5c(c4)n(C)c(=O)n5C)c(=O)n3c2c1,96,-9,98,nt,96,91,97,14,94,100,22
O=C(NCc1cccs1)c1ccc(S(=O)(=O)N2CCOCC2)cc1,97,0,93,11,94,97,90,3,91,97,14
CCc1nnc(NC(=O)CCCSc2nc3ccccc3[nH]2)s1,97,0,96,2,96,101,95,-21,96,93,6
C/C(=N\Nc1nc2c(s1)CCCC2)c1ccccc1,?,0,?,nt,?,97,?,20,?,?,28
CCSc1nnc(NC(=O)c2ccc(C)cc2)s1,96,-2,98,nt,96,102,99,10,97,94,9
CCc1nnnn1-c1ccc([N+](=O)[O-])cc1C,95,1,97,16,97,99,98,-15,100,97,3
Cc1nn(C)c(Oc2ccccc2)c1CCNC(=O)CCl,94,-3,95,nt,94,100,94,1,99,93,14
COc1ccc(C(=O)Nc2ccc(F)cc2F)cc1OC,99,0,99,nt,99,103,100,5,100,100,11
C/C(=N\O)C(C)Oc1ccc(Cl)cc1 (stereo unspecified),94,-5,92,-8,95,102,92,-10,98,93,-3
O=C(Nc1ccccc1Cl)c1cc(S(=O)(=O)N2CCCC(C(=O)O)C2)ccc1F (stereo unspecified),93,0,96,nt,94,98,92,-28,94,95,18
O=C(NNc1c(Cl)cc(Cl)cc1Cl)C1CCC1,99,-7,100,5,100,82,100,-14,105,104,5

# Screening results (PubChem)
